RmlCD inh mix – RmlC and RmlD coupled enzyme inhibitors, primary screen, biochemical, 384-well, compound mixtures, retest. RmlC/RmlD coupled enzyme inhibition, 384-well mixture HTS. inhibition, % at 5.5 µM. 110,000 compounds, 0.39% hits. AID 1532, 2009; in the data active = inhibition above about 30%, passing the limit was not always enough; inconclusive = no clear call, values can overlap the other calls; also: strong numbers were not always called active
HIV RNase H inh – HIV-1 RT RNase H inhibitors, primary screen, biochemical, fluorescence | Gag-Pol polyprotein (Human immunodeficiency virus type 1 group M subtype B (isolate … | AID 565, 2006 | RT-RNase H RNA/DNA duplex cleavage | inhibition, % at 10 µM | 65,000 compounds, 1.9% hits; in the data active = inhibition above about 50%
* marks the source's active call; other numbers are inactive results; ? = inconclusive; nt = no result given. Not all compounds are listed. The share of hits here may be higher or lower than overall.

SMILES | RmlCD inh mix | HIV RNase H inh
CC(=O)N(/N=C1\Sc2ccccc2C1=O)c1ccc(C)cc1C | 18 | nt
CCc1ccc(OCc2nc(-c3ccccn3)no2)c(Br)c1 | -1 | -30
CN(C)Cc1nc2ccccc2c(=O)n1Cc1nc(-c2cc3ccccc3o2)cs1 | -277 | -11
O=C(CSc1ccccn1)c1ccc(F)cc1 | -2 | 65*
CC1=CC(C)(C)N(C(=O)c2ccccc2)c2ccccc21 | -5 | -75
CN1C[C@@H]2C(c3ccccc3)C3(c4ccccc4)CC2(C3)[C@H]1c1ccccc1 (stereo partly specified) | -16 | nt
O=C(CCS(=O)(=O)c1ccccc1)Nc1nc(-c2cccs2)cs1 | -10 | nt
Cn1c(=O)c2c(ncn2CC(=O)Nc2ccc(N3CCOCC3)cc2)n(C)c1=O | -11 | nt
COc1ccc(C(=O)Nc2ccccc2C(=O)N/N=C/c2ccccc2OC)cc1 | 2 | nt
Cc1c(N2C(=O)/C(=C3/C(=O)N(C)c4ccccc43)SC2=S)c(=O)n(-c2ccccc2)n1C | -9 | nt
Cc1cccc(S(=O)(=O)Nc2cccc3c2C(=O)c2ccccc2-3)c1 | 8 | nt
Cn1ncc(Cl)c1C(=O)Nc1ccncc1 | -11 | nt
CN1CCN(CCOc2cccc(Cl)c2)CC1 | -1 | nt
C=CCn1c(SCn2nnc3ccccc3c2=O)nc2scc(-c3cccs3)c2c1=O | 8 | 22
CCCCC1S/C(=N/N=C/c2ccc(OC)cc2)N(Cc2ccc(OC)cc2)C1=O (stereo unspecified) | 9 | nt
CC(Oc1ccc(-c2ccccc2)c(F)c1)c1ccn(S(=O)(=O)c2ccc(Br)cc2)n1 (stereo unspecified) | -59 | nt
CC(C)(C)OC(=O)N1CCC[C@H]1c1nnc(SCc2ccccc2F)o1 | -11 | -12
COc1ccc(OCCSc2nnc(-c3ccc(OC)cc3)n2N)cc1 | 14 | nt
COc1ccc(NC(=O)CCN2CCN(S(=O)(=O)c3cc(Cl)ccc3Cl)CC2)cc1 | -10 | nt
c1ccc(CCNC2=NCCCS2)cc1 | nt | -7
CC(=O)CCc1c(C)[nH]c2ccccc2c1=O | -10 | -5
COc1ccc(N2CCN(Cc3nc4c(c(=O)[nH]c(=O)n4C)n3CCCc3ccccc3)CC2)cc1 | -14 | -15
CCS(=O)(=O)N1CCC(C(=O)NCCCN2CCCC2)CC1 | 6 | -8
CCCOc1c(Cl)cc(/C=N/O)cc1OCC | -9 | nt
O=c1c2ccccc2cnn1-c1nc2ccccc2s1 | nt | -12
CC1=CC(C)(C)N2C(=O)C3(C(C#N)=C(N)Oc4cc(C)oc(=O)c43)c3cccc1c32 (stereo unspecified) | -5 | 8
C=CCn1c(=O)c2c3c(sc2n2c(Nc4ccccc4)nnc12)CCCC3 | -11 | nt
Cc1cccc2cc(C#N)c(SCC(=O)Nc3ccccc3N3CCOCC3)nc12 | -8 | nt
CCc1ccc2[nH]c(=O)c(CN(CCN(C)C)C(=O)Nc3ccccc3)cc2c1 | 5 | -2
Cc1ccc(-c2nc3ccccc3[nH]2)cc1NC(=O)c1sc2ccccc2c1Cl | 14 | nt
CCC1(CC)Cc2ccccc2-c2nc(CN3CCOCC3)[nH]c(=O)c21 | 32 | -15
CS(=O)(=O)N1CCC(NC(=O)Cc2ccccc2)CC1 | 24 | -3
C=C1CCN(c2ccc(C(=O)NCc3ccc(OC)cc3)cc2[N+](=O)[O-])CC1 | 6 | nt
C/C(N)=C(/C#N)C(=O)COC(=O)c1cc(C)n(-c2ccc(F)cc2)c1C | -9 | -59
Cc1cccc(CSc2nnc(-c3ccccn3)n2N)c1 | -10 | 52*
C1CCN=C(Nc2nc3c(s2)CCCC3)CC1 | 4 | -3
CC(C)(C)OC(=O)N1CCC[C@H]1c1nnc(SCc2ccc(Cl)cc2Cl)o1 | 27 | -23
Cn1c(=O)c2c(ncn2CC(=O)N(Cc2ccccc2)c2ccccn2)n(C)c1=O | -14 | -4
CC(=NCCCn1ccnc1)c1c(-c2ccccc2)[nH]n(-c2nc3ccccc3s2)c1=O | -13 | nt
C=CCOn1c(=O)c(C)[n+]([O-])c2ccccc21 | -10 | -2
Cc1ccc(C(c2nnnn2C(C)(C)C)N(Cc2ccco2)Cc2cccs2)cc1 (stereo unspecified) | -10 | -12
COc1ccc(Nc2nc(N3CCCC3)nc(N3CCCC3)n2)c(OC)c1 | 10 | nt
COc1ccc(N2CCN(C(=O)C(CCSC)N=C3NS(=O)(=O)c4ccccc43)CC2)cc1 (stereo unspecified) | -6 | 13
COc1ccccc1CN1C(=O)[C@@H]2C(CC(N)=O)NC3(C(=O)Nc4c3ccc(Cl)c4C)[C@@H]2C1=O (stereo partly specified) | -8 | -3
O=C(CCN1CCN(CCO)CC1)Nc1ccc(OCc2ccccc2)cc1 | 5 | -3

Entries of single compounds, looked up by structure. Screens in order: RmlCD inh mix	HIV RNase H inh
Results for `CS(=O)(=O)N1CCC(NC(=O)Cc2ccccc2)CC1` = 24	-3
Results for `O=C(CCN1CCN(CCO)CC1)Nc1ccc(OCc2ccccc2)cc1` = 5	-3

The list continues:
SMILES | RmlCD inh mix | HIV RNase H inh
COc1ccc2c(c1)CCc1c(C(=O)N3CCOCC3)noc1-2 | 6 | 11
CCc1ccccc1N(C(=O)c1cccs1)C1C=CS(=O)(=O)C1 (stereo unspecified) | 4 | -19
COc1cccc(C(=O)O/N=C(\N)c2ccc([N+](=O)[O-])cc2)c1OC | 10 | nt
CN(Cc1ccccc1)c1nc2c(c(=O)[nH]c(=O)n2C)n1C | 7 | 3
N/C(=N\OC(=O)Cc1ccc(-c2ccccc2)cc1)c1cccnc1 | 4 | nt
CN=C1SC(C(=O)O)CC(=O)N1C (stereo unspecified) | 6 | -8
CCCCn1nc(C(=O)N[C@@H](CCSC)c2nc3ccccc3[nH]2)c2ccccc2c1=O | -9 | nt
Cc1noc(C)c1COc1ccc(C(=O)OCC(=O)NC(=O)C2COc3ccccc3O2)cc1 (stereo unspecified) | 4 | -8
Cc1ccc(-c2nc(CSCC(=O)N3CCOCC3)c(C)o2)cc1 | 6 | 2
O=C(c1ccncc1)c1ccc(Br)cc1 | -6 | 19
O=C1c2ccccc2C(Nc2ccc3c(c2)OCO3)N1Cc1ccco1 (stereo unspecified) | -21 | 10
N#Cc1ccccc1Sc1ccccc1C(=O)Nc1ccccc1 | -11 | nt
COc1ccc(C(=O)OCC(=O)c2ccccc2)cc1S(=O)(=O)N1CCOCC1 | -8 | nt
CCN(C(=O)COC(=O)c1cnc(C)cn1)C1CCCCC1 | nt | -8
COc1ccc(-c2cc(=O)c3ccccc3n2C)cc1 | -14 | nt

Reformatted: results already given
Molecule	RmlCD inh mix	HIV RNase H inh
CCc1ccccc1N(C(=O)c1cccs1)C1C=CS(=O)(=O)C1 (stereo unspecified)	4	-19
COc1cccc(C(=O)O/N=C(\N)c2ccc([N+](=O)[O-])cc2)c1OC	10	nt
CN(Cc1ccccc1)c1nc2c(c(=O)[nH]c(=O)n2C)n1C	7	3
N/C(=N\OC(=O)Cc1ccc(-c2ccccc2)cc1)c1cccnc1	4	nt
CN=C1SC(C(=O)O)CC(=O)N1C (stereo unspecified)	6	-8
CCCCn1nc(C(=O)N[C@@H](CCSC)c2nc3ccccc3[nH]2)c2ccccc2c1=O	-9	nt
Cc1noc(C)c1COc1ccc(C(=O)OCC(=O)NC(=O)C2COc3ccccc3O2)cc1 (stereo unspecified)	4	-8
Cc1ccc(-c2nc(CSCC(=O)N3CCOCC3)c(C)o2)cc1	6	2
O=C(c1ccncc1)c1ccc(Br)cc1	-6	19
O=C1c2ccccc2C(Nc2ccc3c(c2)OCO3)N1Cc1ccco1 (stereo unspecified)	-21	10
N#Cc1ccccc1Sc1ccccc1C(=O)Nc1ccccc1	-11	nt
COc1ccc(C(=O)OCC(=O)c2ccccc2)cc1S(=O)(=O)N1CCOCC1	-8	nt
CCN(C(=O)COC(=O)c1cnc(C)cn1)C1CCCCC1	nt	-8
COc1ccc(-c2cc(=O)c3ccccc3n2C)cc1	-14	nt

Continued.
SMILES | RmlCD inh mix | HIV RNase H inh
COC(=O)[C@H](CCSC)NC(=O)Nc1ccc(C)cc1 | -6 | 5
CN(C)CC(C)(C)CNC(=O)c1cc(=O)c2ccccc2o1 | 2 | nt
CC1(C)CC(=O)C2=C(C1)N(CCN1CCOCC1)C1=C(C(=O)CC(C)(C)C1)C2c1ccc(Cl)cc1 | nt | -1
CC1CCCC(NC(=O)c2n[nH]c(=O)c3ccccc23)C1C (stereo unspecified) | -7 | -7
COc1ccc(-c2cc(C(=O)Oc3ccc([N+](=O)[O-])cc3)c3ccccc3n2)cc1 | -31 | nt
NCCCC[C@H]1CNC(=O)C(=O)N1CC1CCCCC1 | 2 | nt
Cc1ccc(-c2cc3ccccc3nc2N2CCCC2)cc1 | -8 | nt
COc1ccc(C)cc1NC(=O)Cn1cnc2sc(C)c(S(=O)(=O)N3CCOCC3)c2c1=O | 8 | nt
CCC(CC)c1nnc(NC(=O)CCN2C(=O)c3ccccc3C2=O)s1 | 12 | nt
COc1ccccc1C(=O)Oc1cc(N)n(S(=O)(=O)c2ccc(C)cc2)n1 | 5 | 12
Cc1cccc(NC2SC(=O)N(CC(=O)O)C2=O)c1 (stereo unspecified) | 3 | nt
CCN(CC)S(=O)(=O)c1cc(C(=O)Nc2ccccn2)ccc1C | 6 | -14
Cn1c(SCc2cccnc2)nnc1-c1c[nH]c2ccccc12 | 89 | -5
COc1ccc2nc(Nc3nc(CSc4nc5ccccc5s4)cc(=O)[nH]3)nc(C)c2c1 | -7 | nt
CCOCCCNC(=O)CN1C(=O)C(CC)Oc2ccccc21 (stereo unspecified) | 8 | 0
CC(=O)N1CCN=C1SCc1ccccc1 | -13 | -11
O=C(Nc1cc(Cl)cc(Cl)c1)C(NCCO)c1ccccc1 (stereo unspecified) | 10 | nt
c1ccc2sc(SN3CCOCC3)nc2c1 | 9 | 79*
Cc1nn(Cc2ccccc2)c(C)c1NC(=O)CSc1nc2sc3c(c2c(=O)n1C)CCC3 | 0 | -7
Nc1cc(=O)[nH]c(=O)n1CC1CC1 | 6 | nt
Cc1cccc(C)c1NC(=O)N1CCN(c2nc3ccccc3s2)CC1 | 1 | nt
Cc1ccc(NC(=O)CSc2nc(NS(=O)(=O)c3ccccc3)cc(=O)[nH]2)cc1 | -13 | nt
Clc1ccc(-c2nnn(Cc3nc4ccccc4s3)n2)cc1 | 3 | -32
CN(CCOc1ccc(-c2ccn(S(=O)(=O)c3cccc4ccccc34)n2)cc1)c1ccccn1 | 6 | nt
Cn1c(SCC(=O)NC(C)(C)C)nnc1-c1cccc(NC(=O)c2ccccc2F)c1 | 2 | nt
CCOC(=O)Cc1c(C)nc2c(-c3ccccc3)c(-c3ccccc3)[nH]n2c1=O | -3 | nt
CN(C)S(=O)(=O)Oc1cccc(C(=O)Nc2ccc(Cl)cc2)c1 | 8 | nt
COc1cccc(NC(=O)CN2CCN(c3nc(-c4cccc(OC)c4)cs3)CC2)c1 | -2 | nt
CCOC(=O)C1CCCN(C(=O)c2cc(Cl)ccc2Cl)C1 (stereo unspecified) | -17 | 1
CN(C)c1ccc(C2NCC(CCl)O2)cc1 (stereo unspecified) | ? | nt
CCOC(=O)CN1C(=O)N[C@@H](c2cccc(C(F)(F)F)c2)[C@@H](C(=O)OC)[C@H]1C | 11 | nt
CSc1cccc(NC(=O)/C=C/c2ccccc2)c1 | -5 | nt
Cc1cc(C)c2c(N)c3ccccc3nc2n1 | 24 | nt
O=C(Nc1cc(C(=O)N2CCCC2)ccc1N1CCCC1)c1ccccc1 | -10 | -4
Clc1ccc(-c2cnc3n2CCC3)cc1 | -15 | nt
CCC(C)Nc1nc2c(c(=O)n(C)c(=O)n2C)n1Cc1ccc(F)cc1 (stereo unspecified) | -4 | -3
CCCN1CCC(N(C)CCc2ccc(OC)c(OC)c2)CC1 | 18 | -4
CCSC1=C(C#N)C(c2cccc(O)c2)CC(=O)N1 (stereo unspecified) | 3 | -8
Cc1ccc(SC[C@H](CC(C)C)N2CCN(C)CCC2=O)cc1 | -10 | nt
CCOc1ccc(NC(=O)C2CCN(c3nnnn3-c3ccccc3)CC2)cc1 | -5 | nt
COc1cc(C(=O)Nc2ccc(S(=O)(=O)N3CCCCC3C)cc2)cc(OC)c1OC (stereo unspecified) | -8 | 6
Cc1nnc(SCC(=O)Nc2ccc3c(c2)COC3=O)n1-c1ccccc1 | -2 | -45
Cc1c(NC(=O)C2CCCN2C(=O)c2cccs2)c(=O)n(-c2ccccc2)n1C (stereo unspecified) | 7 | 26
CCOC(=O)C(NCCCCl)c1ccccc1 (stereo unspecified) | 6 | nt
CC(C)(C)n1nnnc1C(c1ccc(Cl)cc1)N1CCCc2ccccc21 (stereo unspecified) | -2 | nt
O=C(O)COCCN1CCN(C(c2ccccc2)c2ccc(Cl)cc2)CC1 (stereo unspecified) | 2 | nt
CCNc1nc(C)nc2c1oc1ccccc12 | 11 | -3
O=C(Oc1c(Cl)cc(Cl)c2cccnc12)N1CCOCC1 | -12 | -2
Cc1ccccc1NC1=NCCCS1 | 0 | -3
CCNc1ccc2noc3c2c1C(=O)c1ccccc1-3 | -16 | nt
Cc1cc(NC(=O)C2=C(O)c3ccccc3S(=O)(=O)N2C)no1 | 8 | -2
COc1ccc(-c2ccc(=O)n(CC(=O)Nc3nnc(C(C)C)s3)n2)cc1OC | 6 | nt
CN1CCN(S(=O)(=O)c2ccc(SCCOc3ccccc3)nc2)CC1 | 8 | 9
COCCNC(=O)CSc1nc2ccc(N3CCOCC3)cc2c(=O)n1CCc1ccccc1 | 26 | 19
CCOC(=O)c1cn(CC)c2ccc(S(=O)(=O)N3CCC(C)CC3)cc2c1=O | 6 | 0
O=C(c1cc2ccccc2oc1=O)N(Cc1cccs1)C1CCS(=O)(=O)C1 (stereo unspecified) | 11 | 0
CNC(=O)c1cn(-c2ccccc2)c(=O)c2ccccc12 | -5 | nt
COc1ccccc1CC1C(=O)C2CCN1CC2 (stereo unspecified) | -5 | nt
Cc1ccc2c(c1)[nH]c1c(=O)n(Cc3ccccn3)cnc12 | 167 | -19
CCc1ccc(CSc2nccn2-c2ccccc2)cc1 | 7 | nt
